# High-throughput results (PubChem)
# tim10-1 inh: growth inhibitors of tim10-1 mutant yeast; S. cerevisiae tim10-1 ts strain growth, BacTiter-Glo, 24 h; inhibition, % at 20 µM; 330,000 tested, 2.2% active;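 active = inhibition of at least 40%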;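 also: mutant grown at 25 °C; 0% = DMSO wells with yeast and 100% = wells holding no yeast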
# TIM10 inh: growth inhibitors of TIM10 yeast strain; S. cerevisiae TIM10 strain growth, BacTiter-Glo luminescence, 24 h; inhibition, % at 10 µM; 330,000 tested, 1.4% active;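 active = inhibition of 40% or more at the single tested concentration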;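 also: wild-type TIM10 isogenic control strain grown at permissive 25 °C; 0% = DMSO yeast wells and 100% = minimal medium wells without yeast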
# hIAP block: human IAP inhibition | P09923 | purified IAP, CDP-Star luminescence, 30 min | inhibition, % at 10 µM | 330,000 tested, 0.12% active | AID 2544;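 active = inhibition reaching a set limit with compound at 10 µM in the primary screen, cut at about 35% in these data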;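 also: plate controls were DMSO wells with enzyme for no effect and no-enzyme buffer wells for full effect; values of inactives mirror those of a sister screen read the other way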
# mIAP act: increases mouse intestinal alkaline phosphatase activity | 330,000 tested, 0.24% active | muIAP, CDP-Star luminescence, 30 min; hits give high values; 1 = vehicle-only enzyme signal, 0 = enzyme-free wells | AID 2805 | activation factor at 10 µM;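 active = activation factor of at least 2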; also: the source names both 10 and 20 µM as test concentration; values of inactives mirror those of a sister screen read the other way
#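 System: mouse IAP enzyme. Reagent: CDP-Star chemiluminescent phosphatase substrate. Benchmarks: DMSO wells, no-enzyme wells. Times: 30 min enzyme-substrate-compound incubation at room temperature. Detection: luminescence from enzymatic CDP-Star hydrolysis. Doses: test compounds delivered from DMSO solution.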
# Apaf1 inhib: human Apaf-1 inhibition; O14727; reconstituted apoptosome caspase-3 activity, DEVD-Rh110 fluorescence; inhibition, % at 20 µM; 330,000 tested, 0.71% active; AID 489030; active = inhibition of at least 40% at 20 µM;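 also: plate controls were DMSO wells for no effect and DEVD-CHO caspase inhibitor wells for full effect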
# Target sequence (O14727 whole entry, looked up): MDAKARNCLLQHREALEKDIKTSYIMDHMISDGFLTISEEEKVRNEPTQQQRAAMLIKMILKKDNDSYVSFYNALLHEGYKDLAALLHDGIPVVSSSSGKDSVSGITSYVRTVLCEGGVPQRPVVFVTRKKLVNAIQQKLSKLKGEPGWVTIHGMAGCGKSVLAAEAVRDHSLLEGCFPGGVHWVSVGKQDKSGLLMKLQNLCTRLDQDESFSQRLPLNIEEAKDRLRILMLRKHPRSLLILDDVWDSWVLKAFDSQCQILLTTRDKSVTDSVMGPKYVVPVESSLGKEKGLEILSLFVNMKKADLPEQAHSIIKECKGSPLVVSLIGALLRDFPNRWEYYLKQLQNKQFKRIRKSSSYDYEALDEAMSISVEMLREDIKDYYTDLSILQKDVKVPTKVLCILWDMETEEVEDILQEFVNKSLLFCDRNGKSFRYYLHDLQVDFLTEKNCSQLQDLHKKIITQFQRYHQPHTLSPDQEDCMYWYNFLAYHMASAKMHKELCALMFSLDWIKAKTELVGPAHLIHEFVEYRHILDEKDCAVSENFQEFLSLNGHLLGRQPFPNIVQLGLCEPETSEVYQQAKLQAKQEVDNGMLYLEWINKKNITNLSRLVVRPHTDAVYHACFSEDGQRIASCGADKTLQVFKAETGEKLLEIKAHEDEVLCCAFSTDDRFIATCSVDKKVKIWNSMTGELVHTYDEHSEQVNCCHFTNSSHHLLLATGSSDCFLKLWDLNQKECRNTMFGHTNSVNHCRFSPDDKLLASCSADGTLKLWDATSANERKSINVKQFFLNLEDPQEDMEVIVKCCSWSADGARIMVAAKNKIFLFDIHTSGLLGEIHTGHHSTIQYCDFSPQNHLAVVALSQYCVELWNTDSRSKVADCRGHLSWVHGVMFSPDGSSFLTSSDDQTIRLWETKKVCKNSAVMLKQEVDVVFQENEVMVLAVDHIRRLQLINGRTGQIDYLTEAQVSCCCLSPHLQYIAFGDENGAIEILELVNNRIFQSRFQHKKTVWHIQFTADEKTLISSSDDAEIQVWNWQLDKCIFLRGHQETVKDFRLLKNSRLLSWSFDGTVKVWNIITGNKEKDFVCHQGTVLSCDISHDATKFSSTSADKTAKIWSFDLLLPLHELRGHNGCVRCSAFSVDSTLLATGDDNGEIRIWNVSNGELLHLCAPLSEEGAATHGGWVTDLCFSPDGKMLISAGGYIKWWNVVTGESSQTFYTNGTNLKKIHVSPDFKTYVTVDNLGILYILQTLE
#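 Material: reconstituted apoptosome with Apaf-1, cytochrome c, caspase-9, procaspase-3, dATP; medium: pH 7.5 Hepes buffer with CHAPS, BSA, DTT; also added: cytochrome c and DEVD-Rh110 substrate; timing: 30 min plus 50 min, RT; signal: Rh110 fluorescence intensity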
# ATG4B inhibitor: ATG4B (human) cysteine protease inhibition; 340,000 tested, 0.51% active; ATG4B cleavage of LC3-PLA2, NBD-HPC fluorescence, 1 h; Q9Y4P1; inhibition, % at 8.33 µM; in the data active = inhibition above about 40%
# NALP3 yeast inh: NALP3 inhibition in yeast; Yeast reconstituted NLRP3/ASC/caspase-1, beta-gal luminescence, 24 h; 330,000 tested, 0.39% active; inhibition, % at 10 µM; AID 2825;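 active = inhibition of 50% or more; inactive = inhibition below 50%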;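 also: plate controls were induced DMSO wells for no effect and uninduced yeast grown without galactose for full effect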
# hIAP activ: increases human intestinal alkaline phosphatase activity; activation factor at 10 µM; 330,000 tested, 0.16% active; AID 2524; purified human IAP, CDP-Star luminescence, 30 min; hits give high values; 1 = vehicle-only enzyme, 0 = enzyme-free background; P09923;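 active = activation factor of the enzyme at least 2-fold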; also: the source names both 10 and 20 µM as test concentration; values of inactives mirror those of a sister screen read the other way
# mIAP block: blocks mouse intestinal alkaline phosphatase; purified mouse IAP, CDP-Star luminescence, 30 min; inhibition, % at 10 µM; 330,000 tested, 0.2% active; AID 2806;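 active = inhibition of at least 40% at 10 µM in the primary screen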;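 also: plate controls were DMSO with enzyme for no effect and no enzyme wells for full effect; values of inactives mirror those of a sister screen read the other way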
# Numbers without * were called inactive; i = inactive; . = no result given.
no.	Molecule	tim10-1 inh	TIM10 inh	hIAP block	mIAP act	Apaf1 inhib	ATG4B inhibitor	NALP3 yeast inh	hIAP activ	mIAP block
1	Cc1ccc(C)c(N2CCN(C(=O)CCC(=O)Nc3nnc(CC(C)C)s3)CC2)c1	9.2	5.9	11.4	0.963	-30.8	-1.8	1.6	0.886	3.7
2	CC(=O)N1CCN2C(=O)C1CCCC(=O)c1cc(C)ccc12 (centres undefined)	-11.8	-3.9	-21.7	1	-5.8	-5.9	10.0	1.22	-0.1
3	Cc1cccc(C)c1-n1nnnc1SCC(=O)N1CCNC1=O	5.1	5.7	-12.8	0.986	4.2	3.1	13.4	1.13	1.4
4	c1ccc(Nc2ccccc2Nc2ccccn2)nc1	12.0	21.0	-10.6	1.05	-3.4	-5.6	20.4	1.11	-5.5
5	Cc1ccc2nc(Nc3ccccc3O)nc(-c3ccccc3)c2c1	29.6	31.9	26.0	0.977	-4.8	1.4	23.2	0.74	2.3
6	Cc1cc(C(=O)Nc2ccccc2N2CCCCC2)no1	18.4	28.3	-4.4	1.03	i	1.2	-6.4	1.04	-3.0
7	O=C(NCCCn1ccnc1)c1cc(Cl)cc(Cl)c1	-12.3	1.5	8.6	0.992	-105.7	-1.2	-5.8	0.914	0.8
8	CCC(=O)N(CC)c1nc(-c2cc(OC)ccc2OC)cs1	28.4	15.7	12.1	0.967	3.4	-5.3	32.5	0.879	3.3
9	C=CCN1C(=O)C2(OCCCO2)c2cc(CCCC)ccc21	-3.3	-1.8	-11.6	0.964	12.4	0.3	45.9	1.12	3.6
10	Cc1ccc(S(=O)(=O)NNC(=O)c2sc(NS(=O)(=O)c3ccccc3)nc2C)cc1	5.0	-1.2	18.0	0.96	2.9	-3.5	6.1	0.82	4.0
11	Cc1oc(-c2cc(F)ccc2F)nc1CN1CCCN(C(=O)c2ccco2)CC1	4.2	-7.8	-24.2	0.954	6.2	2.0	4.1	1.24	4.6
12	O=C(COc1ccc(Cl)cc1Cl)N1CCCN(C(=O)COc2ccc(Cl)cc2Cl)CC1	33.5	13.4	-6.1	0.906	39.0	-23.6	0.6	1.06	9.4
13	O=C(NCC1CCN(Cc2ccc(F)cc2)CC1)C1CCCN(c2ncnc3c2nc2n3CCCCC2)C1 (centres undefined)	2.3	-14.6	-39.9	1.09	4.4	2.1	13.0	1.4	-9.0
14	CCOc1ccc(CCNC(=O)Cc2nn[nH]n2)cc1OCC	10.8	-15.4	-6.9	1.11	39.7	1.9	-2.6	1.07	-10.7
15	C=CCn1c(N2CCN(c3ccc(OC)cc3)CC2)nc2c1c(=O)n(C)c(=O)n2C	0.9	4.2	-10.9	0.983	-11.4	-5.0	12.7	1.11	1.7
16	CCCNC(=O)C(Cc1ccccc1)NC(=O)c1ccc(-c2ccccc2)cc1 (centres undefined)	1.7	-1.5	-14.2	0.952	5.0	1.9	15.8	1.14	4.8
17	CCCCc1ccc(NC(=O)c2ccc(NS(C)(=O)=O)cc2)cc1	12.3	14.9	0.2	1.01	-102.4	-0.5	-3.1	0.998	-0.8
18	Clc1cccc(Cl)c1OCCOCCNCc1ccccc1	3.4	0.2	-1.2	1	5.8	4.0	11.3	1.01	-0.1
19	COC(=O)c1ccc(OCC(=O)c2ccc(O)cc2O)cc1	9.2	1.6	18.7	1.01	-9.7	-3.2	-2.2	0.813	-0.7
20	O=C(CSc1n[nH]c(-c2ccco2)n1)N1c2ccccc2Sc2ccccc21	46.2*	6.2	-13.7	0.955	12.9	-15.8	-3.1	1.14	4.5
21	CN(C)C(=O)CSc1ccc(S(=O)(=O)N2CCOCC2)cn1	-6.4	1.5	0.1	1.07	18.1	-8.5	4.1	0.999	-6.7
22	Cc1c(C(=O)N(CC(C)C)c2c(N)n(Cc3ccccc3)c(=O)[nH]c2=O)sc2nc3n(c(=O)c12)CCC3	2.9	4.0	0.5	0.936	3.2	0.5	8.2	0.995	6.4
23	Cc1c(Cl)cnc(NC(=O)COC(=O)c2ccc3c(c2)OCO3)c1Cl	13.5	7.0	-14.1	0.978	-0.9	18.7	21.6	1.14	2.2
24	COc1ccc2c(c1)c1ncn(CCN3CCNCC3)c(=O)c1n2C	3.6	-1.8	-1.0	0.91	-14.6	-4.0	-5.1	1.01	9.0
25	CN1CCN(C(=O)C(C(=O)c2ccc(F)cc2)n2ccccc2=O)CC1 (centres undefined)	-9.9	4.4	-7.8	0.929	2.6	-4.3	1.7	1.08	7.1
26	Nc1c(C(=O)CSc2ncccn2)c(=O)[nH]c(=O)n1C1CC1	-12.8	1.9	4.8	0.9	-10.8	1.4	15.7	0.952	10.0
27	CSc1ccc(CN(C)C(=O)CSCC(=O)Nc2ccc(C)cc2)cc1	15.6	16.9	11.5	0.968	24.4	-6.0	31.6	0.885	3.2
28	COc1cc(NCc2ccccc2O)c2ncccc2c1	15.1	2.7	-17.0	1.02	18.3	-1.6	-3.8	1.17	-2.0
29	Cc1c(/C=N/NC(=O)CNc2ccccc2)c2ccccn2c1C(=O)c1ccc(Cl)cc1	6.7	14.6	12.1	0.823	19.7	5.6	10.7	0.879	17.7
30	Cc1ccc(C(=O)Nc2ccc(C)c(S(=O)(=O)N(C)C)c2)s1	18.6	10.9	-9.6	1.02	-0.1	-4.2	11.3	1.09	-2.5

# (more compounds)
no.	Molecule	tim10-1 inh	TIM10 inh	hIAP block	mIAP act	Apaf1 inhib	ATG4B inhibitor	NALP3 yeast inh	hIAP activ	mIAP block
31	Nc1nccnc1C(=O)OCC(=O)C12CC3CC(CC(C3)C1)C2	-4.4	2.1	-9.6	0.986	5.7	-5.8	5.1	1.1	1.4
32	O=C(CNC(=O)c1ccc(Cl)cc1)NCC(F)(F)F	10.5	11.8	-6.1	1	-3.8	-0.2	24.0	1.06	-0.5
33	CCn1c(=O)cc(SCC(=O)NCCC2=CCCCC2)c2ccccc21	9.8	6.4	3.9	0.976	2.2	1.6	12.4	0.961	2.4
34	CC(C)OP(=O)(OC(C)C)C1(NS(=O)(=O)c2ccc(Cl)cc2)C=C(Cl)C(=O)C(Cl)=C1	15.9	13.1	-46.7	0.957	12.6	2.6	7.6	1.47	4.3
35	S=C1NNC2(CC3CC2C2CCCC32)NN1 (centres undefined)	2.6	11.3	-3.0	0.988	-3.2	-2.2	25.6	1.03	1.2
36	COc1ccc(CC(=O)Nc2cccc(S(=O)(=O)N3CCCC3)c2)cc1OC	2.5	8.0	0.6	1.22	10.8	-10.2	13.3	0.994	-21.9
37	Cc1ccc(N2CC(C(=O)NCCC3=CCCCC3)CC2=O)cc1 (centres undefined)	17.6	4.3	-16.3	1.01	1.4	-5.2	16.9	1.16	-1.5
38	CC(=O)N1CCN(C(=O)C2(NC(=O)Nc3ccccc3Cl)CCCCC2)CC1	-7.3	7.9	1.3	0.949	-2.1	-0.6	13.3	0.987	5.1
39	O=C(NCc1ccncc1)c1cccc(S(=O)(=O)Nc2ccc(SC(F)F)cc2)c1	-7.3	3.5	5.1	1.07	-4.9	-6.5	14.9	0.949	-7.5
40	COc1cccc(N2CCN(C(=O)c3ccc(=O)oc3)CC2C)c1 (centres undefined)	-6.6	5.2	6.8	1.01	-331.5	-3.1	6.1	0.932	-1.3
41	O=C(c1ccco1)N1CCN(C(=O)C2CC(=O)N(c3ccc(Cl)cc3)C2)CC1 (centres undefined)	-12.4	-10.9	4.9	0.982	0.7	-0.9	18.6	0.951	1.8
42	O=C1Nc2ccc(Br)cc2C1(O)c1ccccc1 (centres undefined)	21.0	0.3	-4.1	1.07	4.0	7.2	14.9	1.04	-7.3
43	Cc1nonc1NC(=O)c1ccccc1Br	-19.1	-10.9	0.2	1.01	-11.2	3.4	-18.1	0.998	-1.5
44	O=C(NNS(=O)(=O)c1ccc([N+](=O)[O-])cc1)c1ccc2ccccc2c1O	-33.8	-25.9	8.6	0.853	0.9	-15.2	24.7	0.914	14.7
45	Cc1ccc(S(=O)(=O)NCc2ccccc2)cc1C(=O)N1CCCC(C(F)(F)F)C1 (centres undefined)	15.8	13.5	-5.4	0.972	11.8	0.8	-0.5	1.05	2.8
46	COc1cc(OC)c(C(=O)OCC(=O)Nc2cc(C)on2)cc1OC	10.7	1.2	-5.9	1.13	7.2	0.9	0.4	1.06	-13.3
47	CC(=O)Nc1ccc(C(=O)COC(=O)CCN2C(=O)C3CC=CCC3C2=O)cc1 (centres undefined)	7.6	10.6	2.4	0.943	-7.9	-2.8	-13.3	0.976	5.7
48	O=C(Cn1c(-c2cscn2)nc2ccccc21)Nc1cc(F)ccc1F	16.7	3.8	-1.2	1.03	-7.6	-5.1	0.5	1.01	-3.1
49	CCCCN(C(=O)COC(=O)c1ccc(C=O)cc1)c1c(N)n(CCC)c(=O)[nH]c1=O	-11.5	0.1	11.6	1	-2.5	3.9	1.2	0.884	-0.5
50	Cc1cccc(-n2nnnc2SCc2csc(-c3ccccc3)n2)c1	27.2	-11.3	-9.5	0.958	14.2	-6.4	0.8	1.09	4.2
51	COc1ccc2[nH]c(C(=O)Nc3ccc4c(c3)OCO4)cc2c1	-1.3	24.0	1.4	1.08	-1.9	8.5	25.9	0.986	-8.1
52	Cc1ccc(C2=NS(=O)(=O)N(C)C(C(=O)NCc3ccc(F)cc3)=C2)cc1	2.0	-8.2	11.0	0.84	8.2	-11.8	19.5	0.89	16.0
53	CN(CCc1ccccn1)C(=O)CCC1CCCN(C(=O)c2ccsc2)C1 (centres undefined)	4.6	2.0	8.6	1	-14.2	25.6	-2.3	0.914	-0.2
54	C=CCNC(=S)Nc1cccc2ccccc12	22.7	15.2	4.9	0.962	-31.6	-3.2	0.0	0.951	3.8
55	CCCOc1ccc(C(CC(=O)O)NC(=O)CC(c2ccccc2)c2ccccc2)cc1 (centres undefined)	15.0	5.3	-18.3	1.03	9.5	-13.5	-3.0	1.18	-3.4
56	COc1ccc(NC(=O)C2CCCN(C(=O)NC3CCCCC3)C2)cc1OC (centres undefined)	17.7	13.4	3.6	1.05	16.8	-3.9	15.8	0.964	-5.5
57	CNC(=O)COC(=O)c1cc(NC(=O)c2ccco2)c(OC)c(OC)c1	12.6	-3.7	1.5	1.1	10.9	-8.6	-2.1	0.985	-10.5
58	Clc1cccc(-c2nnc(-c3ccccc3)o2)c1	6.8	31.6	8.6	1.01	27.4	3.8	43.5	0.914	-0.9
59	CCCC(=O)Nc1ccc(-c2cn3cccnc3n2)cc1	5.9	17.4	6.1	0.975	2.9	0.8	11.1	0.939	2.5
60	Cc1ncc(S(=O)(=O)C(C)(C)C)c(N)n1	1.9	13.0	7.2	1.06	-26.9	-7.3	-8.5	0.928	-6.4

# Other compounds
no.	Molecule	tim10-1 inh	TIM10 inh	hIAP block	mIAP act	Apaf1 inhib	ATG4B inhibitor	NALP3 yeast inh	hIAP activ	mIAP block
61	CCn1cc(C(=O)N2CCc3ccccc3C2)c(=O)c2cc(S(=O)(=O)N3CCCCC3)ccc21	-10.7	9.9	-4.7	0.915	-5.7	.	1.6	1.05	8.5
62	CCCn1c(NC(=S)Nc2ccccc2)nc2ccccc21	32.3	17.3	-21.3	0.98	5.6	5.7	17.2	1.21	2.0
63	N#Cc1cnn(Cc2ccc(Cl)cc2)c1N	10.1	8.5	-6.4	1.09	0.8	2.2	29.2	1.06	-9.4
64	CCN(C[C@H]1N[C@@](C)(C(=O)OC)[C@H]2C(=O)N(C)C(=O)[C@@H]12)C(=O)c1ccc(C(C)(C)C)cc1	8.5	0.6	-6.9	1.07	0.3	-11.4	11.6	1.07	-7.1
65	C=CCc1cc(Cl)ccc1OCCCNCCO	26.3	-2.3	-1.1	1.03	-8.0	-1.7	15.0	1.01	-3.3
